Diaphorase inh – diaphorase inhibition or chemical oxidation counter-screen. AID 1217. inhibition, % at 20 µM. hit rate 0.69% among 190,000. diaphorase resazurin-to-resorufin fluorescence, NADH, 16 min; bacterial (C. kluyveri) enzyme, not human;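 active means primary screen inhibition at 20 µM above a set limit, cut at about 50% in these data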;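 further: plate controls were DMSO with full reaction for no effect and wells lacking NADH for full effect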
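Assay system: diaphorase enzyme from Clostridium kluyveri; Input: enzyme working solution with 0.14 U/mL diaphorase; Timing: 16 min at room temperature; Technique: resorufin fluorescence, excitation 544 nm, emission 590 nm; Benchmarks: positive control minus NADH, DMSO neutral control.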
TNAP inh noacc – blocks human TNAP activity with no phosphate acceptor present; P05186; purified TNAP, CDP-star luminescence, 30 min; inhibition, % at 20 µM; hit rate 0.26% among 200,000; AID 1012;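 active means tissue-nonspecific alkaline phosphatase inhibition above about 50% at 20 µM in the single-dose screen, limit read from the data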;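 further: 0% = DMSO negative control and 100% = EDTA positive control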
Target sequence (P05186 whole entry, looked up): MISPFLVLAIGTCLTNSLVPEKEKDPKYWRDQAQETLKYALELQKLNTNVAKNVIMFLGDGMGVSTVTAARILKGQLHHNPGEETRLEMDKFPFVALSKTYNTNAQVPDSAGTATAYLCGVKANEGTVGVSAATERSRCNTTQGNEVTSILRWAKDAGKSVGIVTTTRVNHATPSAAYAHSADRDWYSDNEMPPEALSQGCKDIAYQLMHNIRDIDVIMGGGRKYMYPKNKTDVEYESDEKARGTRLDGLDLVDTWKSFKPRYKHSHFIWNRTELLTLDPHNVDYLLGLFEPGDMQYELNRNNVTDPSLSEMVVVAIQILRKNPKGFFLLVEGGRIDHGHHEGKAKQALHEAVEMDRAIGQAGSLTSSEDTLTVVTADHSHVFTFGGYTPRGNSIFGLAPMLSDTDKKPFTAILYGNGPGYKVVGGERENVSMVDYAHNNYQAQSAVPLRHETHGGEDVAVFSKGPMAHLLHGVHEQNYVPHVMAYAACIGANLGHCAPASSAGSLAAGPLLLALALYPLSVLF
PMI act – phosphomannose isomerase (human) activation; purified human PMI, coupled resazurin fluorescence, 20 min; active compounds read high; 1 = vehicle control, 0 substrate-free wells; P34949; activation factor at 20 µM; hit rate 0.005% among 190,000; AID 1214;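 active means activation factor of 2 or more at 20 µM, relative to plate controls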
Target sequence (P34949 whole entry, looked up): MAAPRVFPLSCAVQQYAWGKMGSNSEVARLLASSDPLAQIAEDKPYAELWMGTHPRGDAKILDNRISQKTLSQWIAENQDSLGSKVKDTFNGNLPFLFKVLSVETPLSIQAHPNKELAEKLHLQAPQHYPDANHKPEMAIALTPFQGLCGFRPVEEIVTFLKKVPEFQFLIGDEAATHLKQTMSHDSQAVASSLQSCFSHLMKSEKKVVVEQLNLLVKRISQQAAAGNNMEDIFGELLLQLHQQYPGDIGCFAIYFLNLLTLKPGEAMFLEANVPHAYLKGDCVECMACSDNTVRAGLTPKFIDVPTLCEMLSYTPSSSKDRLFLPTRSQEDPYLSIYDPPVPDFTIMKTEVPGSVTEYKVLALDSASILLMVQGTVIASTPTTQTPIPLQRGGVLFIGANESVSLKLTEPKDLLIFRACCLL
TNAP inh hiacc – TNAP (human) inhibition, high acceptor; hit rate 0.03% among 200,000; purified TNAP, CDP-star luminescence, 1 M DEA; P05186; inhibition, % at 20 µM; AID 1135;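 active means over 50% inhibition of tissue-nonspecific alkaline phosphatase at 20 µM in the single-dose screen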;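 further: plate controls were DMSO wells for no effect and EDTA-quenched wells as full inhibition for full effect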
PMI act hi M6P – activators of human phosphomannose isomerase at near-saturating mannose 6-phosphate | hit rate 0.34% among 190,000 | P34949 | coupled PMI enzyme assay, resazurin fluorescence, 20 min; active compounds read high; 1 = untreated enzyme, 0 = substrate-free blank | activation factor at 20 µM | AID 1216;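 active means activation factor of 2 or more at 20 µM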
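Test system: human PMI in coupled enzyme assay; Input: PMI at 15 ng/mL final; Medium: HEPES buffer, pH 7.4; Schedule: 20 min incubation at room temperature; Technique: resorufin fluorescence at Ex 544/Em 590 nm; Compound: 20 µM single dose; Probe or stimulus: Near-saturating mannose-6-phosphate, 1.0 mM.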
TNAP act hiacc – TNAP (human) activation, high acceptor; P05186; purified TNAP, CDP-star luminescence, 1 M DEA, 30 min; active compounds read high; 0 = EDTA background, 1 = DMSO-only activity; activation factor at 20 µM; 200,000 tested, under 10 active;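 active means activation factor at least 2 at 20 µM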
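Dosing: 20 µM single point. System: human TNAP. Amount: TNAP 1/800 final. Incubation: 30 min, room temperature. Read-out: TNAP activation factor scaled between EDTA and DMSO control wells. Signal: luminescence from CDP-star hydrolysis. Medium: 1 M DEA, pH 9.8, Mg2+, Zn2+. Control set: EDTA negative control, DMSO positive control.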
bIAP act – increases bovine intestinal alkaline phosphatase activity; hit rate 0.17% among 200,000; purified bovine IAP, CDP-star luminescence, 30 min; active compounds read high; fold of DMSO-control signal, blank-subtracted; activation factor at 20 µM; AID 1016;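 active means activation factor of 2 or more at 20 µM, a signal rise over negative controls twice the positive control's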
Diaphorase act – counter-screen for diaphorase-based assays: diaphorase activators and chemical reducers. Diaphorase/resazurin coupled assay, resorufin fluorescence, 16 min; active compounds read high; 1 = vehicle wells, 0 = NADH-free wells. activation factor at 20 µM. hit rate 0.005% among 190,000. AID 1229;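 active means diaphorase activity raised at least twofold by the compound at 20 µM; inactive means activation factor below 2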
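Material: purified diaphorase enzyme from Clostridium kluyveri / Medium: HEPES pH 7.4 buffer with MgCl2 and Tween 20 / Schedule: enzyme reaction of 16 min at room temperature / Measured by: resorufin fluorescence, excitation 544 nm, emission 590 nm / Evaluation: rise in resorufin formation, marking diaphorase activation or chemical reduction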
Lmaj promast – reduces viability of Leishmania major promastigotes | inhibition, % at 10 µM | hit rate 9% among 200,000 | resazurin fluorescence viability; in the data active means inhibition above about 50%;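 further: promastigotes grown with compound for 44 hours at 28 °C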
bIAP inh – blocks bovine intestinal alkaline phosphatase activity. purified bovine IAP, CDP-star luminescence, 30 min. 190,000 tested, under 10 active. inhibition, % at 20 µM. AID 1019;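 active means over 50% inhibition of intestinal alkaline phosphatase at 20 µM in the single-dose screen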
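System: Purified bovine intestinal alkaline phosphatase (IAP) enzyme | Input: IAP diluted 1/65,000,000 in the well | Also added: CDP-star chemiluminescent phosphatase substrate, 30 µM final | Dosing: 20 µM single dose | Times: Enzyme reaction for 30 min at room temperature | Detection: Luminescence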
The depositor's hits bear a star. No enrichment for hits; any-hit rate near 10%.

SMILES	Diaphorase inh	TNAP inh noacc	PMI act	TNAP inh hiacc	PMI act hi M6P	TNAP act hiacc	bIAP act	Diaphorase act	Lmaj promast	bIAP inh
Cc1ccc(-c2nc3cccnc3s2)cc1NS(=O)(=O)c1ccc2c(c1)OCCO2	5	-1	0.9	-8	0.9	1.1	1	1	30	-5
CCn1c2ccccc2c2cc(N=C3SC(CC(=O)Nc4ccccc4)C(=O)N3C)ccc21 (stereo unspecified)	7	-5	0.9	-5	0.9	1	1	0.9	9	-4
Cn1c(=N)n(CC(=O)c2ccc(Br)s2)c2ccccc21	7	-6	1.1	-2	1.1	1	0.7	0.9	84*	26
CCCNC(=S)Nc1ccc(CC(=O)OC)cc1	16	-17	0.8	-3	0.9	1	0.9	0.8	-3	10
Cc1ccc(S(=O)(=O)N(C)C)cc1NC(=O)COC(=O)/C=C/c1cnc2ccccc2n1	0	10	1.1	-5	1.1	1.1	1	1	-3	-1
S=C(NCc1ccco1)N1CCN(Cc2ccco2)CC1	7	-12	0.9	-5	1	1	1	0.9	-9	4
Cn1nc(C(=O)OCCN2C(=O)c3ccccc3C2=O)c2ccccc2c1=O	4	-1	1.1	-2	1	1	1	1	-3	0
O=C(NCC(c1ccco1)N1CCCC1)c1ccccc1F (stereo unspecified)	9	-8	1.1	4	1.1	1	1	0.9	2	-4
CCn1c(SC)nnc1-c1nn(-c2ccccc2)ccc1=O	4	-5	0.6	-2	0.9	1	1	1	8	-5
Cc1nn(Cc2ccc(C(=O)NC(C)(C)C)o2)c(C)c1Br	8	9	1.2	2	1	1	1	0.9	1	-2
c1ccc(CC2CCN(Cc3nc(-c4ccccc4)no3)CC2)cc1	17	-3	0.8	5	0.9	1	1	0.8	15	-3
O=C(Nc1cccc(-c2nnc(-c3ccccc3)o2)c1)C1CCCCC1	0	-10	1	-1	0.9	1	1.2	1	8	-17
CCOC(=O)N1CCN(Cc2nc3c(c(=O)[nH]c(=O)n3C)n2Cc2cc(C)ccc2C)CC1	13	-1	0.9	2	0.9	1	1.1	0.9	4	-6
CCOc1nc(-c2ccccc2)ccc1-c1noc(-c2ccncc2)n1	4	-3	0.9	-3	0.9	1	0.9	1	-5	6
CCC1(C)Cc2ccccc2-c2c1c(=O)n(Cc1ccccc1)c1nnnn21 (stereo unspecified)	20	-11	0.9	-7	0.9	1.1	0.8	0.8	22	15
COc1cccc(NC(=O)CSc2nnc(Cn3nnc4ccccc43)n2C)c1	15	-3	0.9	1	0.9	1	1.1	0.9	1	-7
COc1ccccc1OCCOCCOc1ccccc1Cl	13	0	0.9	-2	0.9	1	0.8	0.9	0	16
Cc1ccc(OCC(=O)NC(=S)Nc2ccc(Br)c(C)n2)cc1	7	-12	1	0	1	1	0.6	0.9	-5	39
C=CCNC(=O)/C(C#N)=C/c1ccc(C(=O)O)cc1	10	-15	1.1	-6	1	1.1	1	0.9	-5	0
c1ccn2c(SCc3cn4ccsc4n3)nnc2c1	15	-13	0.8	-1	0.8	1	0.9	0.8	-12	10
Cc1ccc(NC(=O)C2CC(=O)N/C(=N/N=C/c3ccco3)S2)cc1 (stereo unspecified)	2	-9	1	-5	1.1	1	0.9	1	58*	10
Nc1nc(SCc2ccc(Cl)cc2Cl)n[nH]1	18	-18	0.9	-8	1	1.1	1	0.8	-4	-1
COc1ccc(N2C(=O)C(CC(=O)Nc3ccccc3)N(CCc3ccc(OC)c(OC)c3)C2=O)cc1 (stereo unspecified)	15	3	1	0	0.9	1	1.1	0.9	14	-13
CCN(Cc1ccccc1)S(=O)(=O)c1ccc2c(c1)NC(=O)CC(=O)N2	-9	-18	1.1	-5	1.1	1	0.7	1.1	-3	32
O=C(COC(=O)Cn1cnc2ccccc2c1=O)Nc1ccc(Cl)c(C(F)(F)F)c1	11	-1	1	1	1	1	0.9	0.9	39	8
CC1(C)CC(=O)N(CC(=O)O)c2ccccc2S1(=O)=O	9	-13	1	-3	1.1	1	1	0.9	-4	2
Cc1ccc(S(=O)(=O)NCCC(=O)Nc2ccc(C)c(Cl)c2)cc1C	23	-1	0.8	-3	0.8	1	0.9	0.8	4	10
Cc1nnc(SCC(=O)Nc2nccs2)[nH]c1=O	14	-7	1	-2	0.9	1	1.2	0.9	-3	-18
O=C(O)Cc1ccc(NC(=S)Nc2cccc(Cl)c2Cl)cc1	4	-3	1	1	1	1	1.1	1	43	-13
CCCc1nnc(NC(=O)COC(=O)c2cc(C)nc3ccccc23)s1	11	-11	1	-5	1	1.1	0.9	0.9	-7	8
O=C(O)CCC(=O)NNc1nc2ccccc2nc1-c1ccccc1	0	7	1	1	1.1	1	1.2	1	-2	-16
C#CCOCCOCCOCCNc1nc(N2CCN(C(=O)[C@H](CCCCN)n3cc([C@@H](N)CO)nn3)CC2)nc(N2CCN(C(=O)[C@H](Cc3ccc(O)cc3)n3cc([C@@H](N)CC(C)C)nn3)CC2)n1	-53	-1	1.3	-5	1.3	1.1	1.3	1.5	-8	-31
Cc1c(C=O)c2ccccc2n1CC(=O)NC(C)c1ccccc1 (stereo unspecified)	9	-12	0.9	-1	0.9	1	1	0.9	-3	-3
CC(NC(=O)/C=C/c1cnc2ccccc2n1)C12CC3CC(CC(C3)C1)C2 (stereo unspecified)	16	4	0.9	4	0.9	1	0.8	0.8	26	16
O=C(CCS(=O)(=O)c1cccc2nsnc12)NCc1ccccc1	8	-9	1	2	1	1	0.9	0.9	-5	9
COc1ccc(OCc2nn3c(-c4ccco4)nnc3s2)cc1	14	-8	1	-4	0.9	1	0.9	0.9	3	8
O=C(Cn1cnc2c(cnn2-c2ccccc2)c1=O)Nc1cc(S(=O)(=O)N2CCOCC2)ccc1Cl	24	-12	1	-3	0.9	1	1	0.8	2	-1
Cc1csc(=Nc2ccccc2)n1CCO	2	0	1	-1	1.1	1	0.8	1	-1	20
O=C(NCC1CCCO1)C1c2ccccc2C(=O)N1C1CCCCCC1 (stereo unspecified)	7	-8	0.9	2	0.9	1	0.9	0.9	-4	11
O=C(N/C(=C\c1cn(-c2ccccc2)nc1-c1ccc(Cl)cc1)C(=O)N1CCOCC1)c1ccccc1	1	0	0.9	2	1	1	0.9	1	-5	15

Arranged by the number under bIAP act (largest number first): some entries from above
smiles	TNAP inh noacc	PMI act	TNAP inh hiacc	PMI act hi M6P	TNAP act hiacc	bIAP act	bIAP inh
Cc1nnc(SCC(=O)Nc2nccs2)[nH]c1=O	-7	1	-2	0.9	1	1.2	-18
c1ccc(CC2CCN(Cc3nc(-c4ccccc4)no3)CC2)cc1	-3	0.8	5	0.9	1	1	-3
O=C(N/C(=C\c1cn(-c2ccccc2)nc1-c1ccc(Cl)cc1)C(=O)N1CCOCC1)c1ccccc1	0	0.9	2	1	1	0.9	15

The list continues.
SMILES	Diaphorase inh	TNAP inh noacc	PMI act	TNAP inh hiacc	PMI act hi M6P	TNAP act hiacc	bIAP act	Diaphorase act	Lmaj promast	bIAP inh
Cc1ccc(NCc2nnc(SCC(=O)NCc3ccco3)n2CC2CCCO2)cc1Cl (stereo unspecified)	9	-14	0.9	-4	1	1	1	0.9	-5	0
Cc1csc(N(C(=O)CCNC(=O)c2ccc([N+](=O)[O-])cc2)c2ccccc2)n1	8	-7	0.9	-1	0.9	1	1	0.9	64*	2
Cc1cc2c(c(=O)o1)C(Cc1ccccc1)C(C#N)=C(N)O2 (stereo unspecified)	7	-27	1.1	-9	1.1	1.1	0.9	0.9	-3	12
COc1ccc(C(=O)/C=C/N2CCCCC2)cc1OC	-2	8	1.1	-5	1	1.1	1	1	-7	0
NNc1cc([N+](=O)[O-])cc2c1C(=O)N(Cc1ccccc1)S2=O (stereo unspecified)	34	-3	1.2	3	1.3	1	0.9	0.7	-6	6
COc1ccc(N2CCN(C(=O)c3ccc(C)cc3Cl)CC2)cc1	21	-14	0.8	-8	0.9	1.1	1	0.8	-8	1
CSc1ccccc1NC(=O)CSc1nncs1	8	0	1	-1	0.9	1	1	0.9	0	3
CSc1cccc(NC(=O)C2CCCN2S(=O)(=O)c2ccc(Br)s2)c1 (stereo unspecified)	10	-6	1	1	1	1	0.6	0.9	11	44
COc1ccc2[nH]cc(/C=C(/C#N)S(=O)(=O)c3ccccc3)c2c1	19	-7	0.9	-6	0.9	1.1	0.7	0.8	13	34
C=CCn1c(SCC(=O)NC2CCS(=O)(=O)C2)nc2scc(C3CC3)c2c1=O (stereo unspecified)	12	-8	1.1	-4	1	1	1	0.9	-1	0
O=C(CCCCCCCC(=O)c1ccccc1)c1ccccc1	20	-7	0.9	-4	0.9	1	0.9	0.8	-7	14
CCOC(=O)N1CCC(NC(=O)c2cc(-c3ccc(F)cc3)[nH]c2C)CC1	7	-9	1	-7	1	1.1	1	0.9	2	-2
CC1=C(C(=O)Nc2cc(C)ccn2)C(c2ccc(C)cc2)C2=C(CCCC2=O)N1 (stereo unspecified)	11	-16	0.9	-8	1	1.1	1.2	0.9	-3	-19
CC(C)OCCCNC(=O)NC(=O)c1ccc(Cl)cc1	-4	-6	1.1	0	1	1	1	1	-5	2
Cc1ccc(CC2CC(=O)N(c3ccc(C)cc3)C2=O)cc1 (stereo unspecified)	13	-9	0.9	-6	1	1.1	0.9	0.9	-5	5
CC(=O)NC1(c2nnnn2CCOC(=O)Nc2ccc(Cl)cc2)CCCC1	2	-4	1	4	1	1	1	1	-5	2
COCCNC(=O)/C(C#N)=C/c1cccc(OCc2ccccc2)c1	19	-13	1	-6	1	1.1	1	0.8	47	3
COc1ccc(C2C=C(c3ccc(F)cc3)NC(=S)N2)cc1OC (stereo unspecified)	34	-4	0.9	-4	0.8	1	0.8	0.7	7	16
CCOC(=O)N1CCC(=NNC(=O)c2ccccc2F)CC1	1	-4	0.9	-2	1	1	1	1	-10	-4
CCC1(C(=O)c2ccc(Cl)cc2)C2c3ccccc3OC(=O)C21C(=O)Nc1ccccc1 (stereo unspecified)	26	0	0.9	3	0.9	1	1	0.7	-6	1
